From PubChem BioAssay
Xi reactivation = activators of X-chromosome reactivation in mouse fibroblasts. XiGFP mouse fibroblasts, % GFP-positive cells imaging, 3 d; cells co-treated with 5-aza-dC sensitizer; scaled so ellipticine positive control = 100%. activation, % at 7.58 µM. 360,000 tested, 0.055% active. AID 743238;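 active = mean normalized replicate activation at least 10% and every replicate at or above 10%; inconclusive = only one of the two criteria met; inactive = mean below 10% and not all replicates reach 10%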;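 also: 0% = median of on-plate neutral control wells and 100% = ellipticine 6 µM median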
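Material: SV40-immortalized XiGFP fibroblast cells, line 68-5-11 | Buffer or medium: DMEM containing 5-aza-dC | Dosing: One concentration, pinned | Times: 3 d treatment, 15 min room-temperature fixation | Controls: Ellipticine 6 µM positive control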
LGR2 inh = Drosophila LGR2 receptor signaling inhibition; HEK293 LGR2, CRE-luciferase, bursicon-stimulated, 4 h; inhibition, % at 9.99 µM; 380,000 tested, 0.35% active; AID 720647;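 active = drop in luminescence signal, shown as inhibition above about 50% in the replicate tests, limit read from the data, passing the limit was not always enough; inconclusive = probably only some replicates passing the limit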;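 also: agonist challenge used bursicon conditioned medium at about half maximal strength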
Cneo AK release = causes C. neoformans cell lysis; adenylate kinase release luminescence, 4 h; normalised: neutral wells 0, clomiphene wells 100; lysis activity, % at 15 µM; 360,000 tested, 0.2% active;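 active = mean lysis activity across replicates of at least 80%, whatever share of replicates individually reach that level; inactive = mean lysis activity below 80%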
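Assay system: log-phase C. neoformans yeast / Quantity: yeast cell density of 5 × 10^6 cells/mL / Medium: fresh YPD growth medium / Compound: single dose / Timing: static 4 h at 37 °C with compound, 1 h detection / Measured by: adenylate kinase release luminescence / Read-out: lysis from increased AK signal / Benchmarks: Clomiphene as positive lysis control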
SIRT5 block = blocks human SIRT5 desuccinylation of peptide | 330,000 tested, 1.1% active | inhibition, % at 15 µM | Purified SirT5, succinyl-peptide AMC, trypsin-coupled fluorescence | Q9NXA8; in the data active = inhibition above about 15%; inconclusive = no clear call, values can overlap the other calls
Target sequence (Q9NXA8 whole entry, looked up): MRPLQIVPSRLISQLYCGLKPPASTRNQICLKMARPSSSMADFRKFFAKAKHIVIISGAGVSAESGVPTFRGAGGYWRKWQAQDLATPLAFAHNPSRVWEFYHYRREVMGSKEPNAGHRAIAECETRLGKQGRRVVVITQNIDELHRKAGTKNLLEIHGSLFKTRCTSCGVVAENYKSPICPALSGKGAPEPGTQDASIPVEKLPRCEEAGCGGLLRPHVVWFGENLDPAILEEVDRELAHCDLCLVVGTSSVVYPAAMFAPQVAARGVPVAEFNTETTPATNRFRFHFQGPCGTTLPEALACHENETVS
Statin myotox sup = suppressors of simvastatin-induced myotoxicity in C2C12 myotubes; ATP luminescence, 48 h; scaled: DMSO 0, geranylgeraniol control 100; rescue of ATP level, % at 7.49 µM; 330,000 tested, 0.78% active; AID 602340;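 active = mean ATP rescue above about 67%, or every replicate alone reaching that limit, limit read from the data, passing the limit was not always enough; inconclusive = no clear call, values can overlap the other calls; inactive = mean under the limit and some replicate under it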;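 also: myotubes were challenged with 10 µM simvastatin during compound exposure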
PGC1a acetyl inh = lowers PGC1a acetylation signal in U2OS cells | AlphaScreen anti-acetyl-lysine; with virally co-expressed GCN5 acetyltransferase | inhibition, % at 15.6 µM | 350,000 tested, 0.17% active | AID 651687;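 active = every replicate shows inhibition of at least 40%; inconclusive = mean inhibition at least 40% but some replicate below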;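 also: 0% = neutral control wells and 100% = positive control wells; some results beyond the cut were filed as inactive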
ERAP1 HTS inh = ERAP1 (human) enzyme inhibition. Q9NZ08. recombinant ERAP1, Leu-AMC fluorescence, 60 min. inhibition, % at 10.7 µM. 340,000 tested, 0.15% active;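 active = mean replicate inhibition of at least 30%, or all replicates individually reaching that 30% level; inactive = mean below 30% and not every replicate reaching it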;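 also: 0% = neutral control wells and 100% = L-leucinethiol positive control wells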
S100A4 MyoIIA = S100A4-myosin IIA interaction inhibition; P26447; S100A4/TAMRA-MyoIIA peptide fluorescence polarization; inhibition, % at 10.7 µM; 360,000 tested, 0.14% active; AID 652163;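 active = mean inhibition of at least 70% across replicates, with every replicate also reaching that level; inconclusive = mean inhibition reaches 70% but some replicates fall short; inactive = mean inhibition below 70%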
Target sequence (P26447 whole entry, looked up): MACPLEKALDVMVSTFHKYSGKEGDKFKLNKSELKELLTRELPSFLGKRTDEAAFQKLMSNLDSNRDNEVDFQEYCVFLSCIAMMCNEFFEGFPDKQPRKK
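Material: S100A4 monomer protein | Medium: HEPES pH 7.2 with CaCl2, KCl, NaCl, DTT, Triton | Reagent: Labelled myosin peptide probe, 5 nM | Doses: One dose per compound | Times: 5 min incubation before reading | Benchmarks: Neutral control DMSO, positive control TFP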
An asterisk follows results filed as active; ? = inconclusive; · = no result given.

SMILES	Xi reactivation	LGR2 inh	Cneo AK release	SIRT5 block	Statin myotox sup	PGC1a acetyl inh	ERAP1 HTS inh	S100A4 MyoIIA
N[C@@H](CO)c1cn([C@@H](Cc2cc3ccccc3[nH]2)C(=O)N2CCNCC2)nn1	0.1	-4	2	3	-3	-5	1	-5
CC1CN(C(=O)C2CCCN2S(=O)(=O)c2ccc(Cl)cc2)CC(C)O1 (stereo not drawn)	·	4	5	-1	2	-12	3	0
Cc1ccc(CN=C(N)Nc2nc(C)cc(C)n2)cc1	0.4	-7	2	-3	-52	·	-2	3
CCOC(=O)N1CCN(S(=O)(=O)N2CCCC(C(=O)NCCc3ccc(Cl)cc3)C2)CC1 (stereo not drawn)	0.1	-11	-2	0	5	-20	-3	3
CCn1c2ccccc2c2cc(NC(=O)COC(=O)c3cccc(S(=O)(=O)NC)c3)ccc21	-0.1	24	0	1	3	-4	1	-1
COc1ccc(S(=O)(=O)N2CCCCCC2)cc1C(=O)OC(C)C(N)=O (stereo not drawn)	-0.3	7	1	-2	-1	2	4	-3
COC(=O)C(Cc1ccc(O)cc1)NC(=O)CCOc1ccc(OC)cc1 (stereo not drawn)	0.0	0	1	-2	24	·	2	-4
Cc1ccc(SCCC(=O)NNC(=O)c2ccccc2F)cc1	0.3	11	-1	·	-13	-1	-1	4
C[C@@H]1CN([C@@H](C)CO)C(=O)c2cc(-c3ccc(C(=O)N(C)C)cc3)cnc2O[C@@H]1CN(C)Cc1ccc(C(=O)O)cc1	-0.2	20	-4	1	-13	6	6	10
O=C(Nc1ccc(Cl)cc1)N[C@@H]1CC[C@@H](CCn2cc(Cc3ccccc3)nn2)O[C@@H]1CO	0.0	-13	-4	4	8	3	0	-4
COc1ccc(Cl)cc1C(=O)NNC(=O)c1nn(C)c(=O)c2ccccc12	0.1	-3	1	-1	4	3	0	-3
C[C@@H]1CN([C@H](C)CO)C(=O)c2cc(-c3cccc(C#N)c3)cnc2O[C@@H]1CN(C)C(=O)C1CCOCC1	0.0	17	-7	6	-7	1	2	-1
COC(=O)c1cccc(NC(=S)NCCC2=CCCCC2)c1	·	3	50	-8	7	·	-1	-1
O=C(Nc1cccc(Cl)c1)N1C[C@@H]2[C@H](c3ccccc31)[C@H](CO)N2Cc1ccncc1	0.2	-2	-6	2	-7	-5	-1	6
COCC(=O)Nc1ccc2c(c1)OC[C@H](C)N(C(=O)C1CCCC1)C[C@@H](C)[C@@H](OC)CN(C)C2=O	0.9	-16	-4	·	-7	-1	·	·
C[C@H]1CN([C@@H](C)CO)C(=O)Cc2cc(NS(=O)(=O)c3cccs3)ccc2O[C@@H]1CN(C)Cc1ccc(Oc2ccccc2)cc1	-1.0	-1	-2	7	-11	3	1	42
CCn1nc(C(=O)NNC(=O)CCOc2cc(C)ccc2C)c2ccccc2c1=O	0.2	6	2	-1	·	3	-7	-2
CN(C(=O)c1nn(C)c2c1CSc1ccccc1-2)c1ccccc1Cl	0.7	0	1	3	-26	-7	2	-7
CC(C)(O)CCC(C)(C)O	·	13	-1	·	-13	-8	-4	-9
CC(C)N(C(=O)[C@H]1C[C@H](CC(=O)NCc2ccco2)C(=O)N2CCc3c([nH]c4cc(CCC(=O)N(C)C)ccc34)[C@]12C)C(C)C	-0.1	-3	-1	30*	-8	·	-1	1

Records listed so far that bear a hit mark in SIRT5 block:
Molecule | LGR2 inh | SIRT5 block | PGC1a acetyl inh | ERAP1 HTS inh | S100A4 MyoIIA
CC(C)N(C(=O)[C@H]1C[C@H](CC(=O)NCc2ccco2)C(=O)N2CCc3c([nH]c4cc(CCC(=O)N(C)C)ccc34)[C@]12C)C(C)C | -3 | 30* | · | -1 | 1

The listing picks up, repeating the 2 entries before the break.
SMILES	Xi reactivation	LGR2 inh	Cneo AK release	SIRT5 block	Statin myotox sup	PGC1a acetyl inh	ERAP1 HTS inh	S100A4 MyoIIA
CC(C)(O)CCC(C)(C)O	·	13	-1	·	-13	-8	-4	-9
CC(C)N(C(=O)[C@H]1C[C@H](CC(=O)NCc2ccco2)C(=O)N2CCc3c([nH]c4cc(CCC(=O)N(C)C)ccc34)[C@]12C)C(C)C	-0.1	-3	-1	30*	-8	·	-1	1
COC(=O)CC1(C(=O)OC)Oc2ccc(Br)cc2C(=O)N1c1cccc(Cl)c1Cl (stereo not drawn)	0.0	20	·	-2	·	·	·	0
O/N=C/c1ccccc1OCc1ccccc1F	0.0	-16	4	·	8	-5	·	·
CNC(=O)C[C@H]1CC[C@@H]2[C@H](COc3ccc(NC(=O)Nc4ccccc4)cc3C(=O)N2C)O1	0.4	17	0	5	-17	-5	-3	12
CCn1cc(C(=O)N[C@@H](C)C(=O)NCCCn2ccnc2)c(=O)c2cc3c(cc21)OCO3	0.2	5	0	1	7	-7	0	-2
CCOC(=O)C1CCCN(c2nc3ccccc3nc2C(C#N)C(=O)OC(C)COC)C1 (stereo not drawn)	0.1	0	·	11	·	·	2	-1
Cn1nc(C(C)(C)C)cc1C(=O)N1CCCCC1c1cc(C(=O)Nc2ccccc2)no1 (stereo not drawn)	0.0	22	0	2	21	-1	-2	-2
Cc1ccc(/C=N/NC(=O)c2ccc(Cn3cc([N+](=O)[O-])cn3)o2)cc1	·	4	-2	·	-5	-1	·	·
CC(C)N(Cc1ccccc1)C(=O)COC(=O)CCC(=O)c1ccc(F)cc1	0.0	13	-1	1	-1	-10	6	0
COCCNC(=O)c1nc2ccccc2s1	0.6	-56	·	3	·	·	-1	4
COc1ccc(C(=O)N[C@H](C(=O)Nc2ccc(S(=O)(=O)N3CCOCC3)cc2)C(C)C)cc1	1.3	-10	·	·	·	-14	-2	4
CC(=O)c1c(C)[nH]c(C(=O)NCc2ccc(Cl)cc2)c1C	0.1	-11	0	-13	-8	10	3	-3
C[C@H](CO)N1C[C@H](C)[C@@H](CN(C)Cc2ccc(Cl)c(Cl)c2)Oc2c(NC(=O)CCCCCC(=O)Nc3ccccc3N)cccc2C1=O	-1.1	11	·	-2	·	-11	·	·
O=C(CCCCCN1C(=O)c2ccccc2C1=O)Nc1ccc(C(=O)O)cc1	0.0	-10	0	-2	4	·	-8	15
COc1ccccc1CC(=O)Nc1nc(-c2ccc(F)c(F)c2)cs1	0.0	-18	0	0	-15	·	-4	3
OC(CNCc1ccccc1)Cn1ccc2ccccc21 (stereo not drawn)	-0.1	7	-1	-2	-2	1	-1	-11
CCNC(=O)C[C@H]1CC[C@H]2[C@@H](COc3ccc(NC(=O)NC(C)C)cc3C(=O)N2C)O1	0.2	-7	·	·	17	2	·	·
O=C(NCC(=O)N(Cc1ccc(F)cc1)C(C(=O)NCC1CCCO1)c1ccccc1)c1ccco1 (stereo not drawn)	0.0	-22	3	-5	-3	-2	0	-4
COc1ccc(Br)cc1CNc1ccccc1	0.3	3	3	·	10	?	1	5
CC(=O)NC[C@H]1[C@H](c2ccccc2)[C@@H](CO)N1C(=O)Cc1cccnc1	0.0	-23	-7	6	7	-1	0	16
COc1ccc(Nc2nc3ccccc3nc2NS(=O)(=O)c2cccs2)c(OC)c1	0.0	-2	·	0	0	·	2	12

Next part, overlapping the part above by 2 compounds.
SMILES	Xi reactivation	LGR2 inh	Cneo AK release	SIRT5 block	Statin myotox sup	PGC1a acetyl inh	ERAP1 HTS inh	S100A4 MyoIIA
CC(=O)NC[C@H]1[C@H](c2ccccc2)[C@@H](CO)N1C(=O)Cc1cccnc1	0.0	-23	-7	6	7	-1	0	16
COc1ccc(Nc2nc3ccccc3nc2NS(=O)(=O)c2cccs2)c(OC)c1	0.0	-2	·	0	0	·	2	12
COC(=O)C1CCN(C(=O)c2ccc3nccnc3c2)CC1	0.2	7	-1	-1	-6	·	-2	-6
Cc1ccccc1C(=O)N1CCN(c2ccc(NC(=O)c3ccc4c(c3)OCCO4)cc2)CC1	0.5	?	1	-4	·	·	1	-2
CCS(=O)(=O)Nc1cccc(C2=NN(S(=O)(=O)CC)C(c3ccccc3)C2)c1 (stereo not drawn)	0.0	-11	1	-4	·	1	2	-33
O=C(C[C@@H]1CC[C@H](NC(=O)Nc2ccc3c(c2)OCO3)[C@H](CO)O1)NCCCN1CCOCC1	-0.1	12	-1	-5	-3	1	·	·
Cc1ccc(NC(=O)C(c2ccccc2)N2CCN(CC(=O)NC3CC3)CC2)cc1 (stereo not drawn)	0.0	-4	0	1	0	-10	-2	-5
C[C@H](CO)N1C[C@H](C)[C@@H](CN(C)S(C)(=O)=O)Oc2ccc(N(C)C)cc2CC1=O	0.2	0	3	-1	-1	13	·	·
C=CCn1c(N2CCCC2)nc2c1c(=O)n(C)c(=O)n2C	0.0	-6	2	11	12	-3	3	0
C[C@@H]1CN([C@@H](C)CO)C(=O)Cc2cc(NC(=O)Nc3ccc4c(c3)OCO4)ccc2O[C@H]1CN(C)CC1CC1	-1.0	-12	-3	1	12	·	-2	-1
CO[C@@H]1CN(C)C(=O)c2ccc(NC(C)=O)cc2OC[C@@H](C)N(C(=O)Cc2cccnc2)C[C@H]1C	0.0	-5	97*	·	7	5	3	0
Cc1ccc(CNC(=O)COC(=O)c2cccc(S(=O)(=O)N3CCCCC3)c2)cc1	0.3	-6	0	-5	14	7	-1	-2
CCNC(=O)N1CCCC(C(=O)c2ccc(OC)c(OC)c2)C1 (stereo not drawn)	-0.1	-5	0	2	-6	-6	-1	-5
CC1CCCC(NC(=O)c2ccc3c(c2)OCCO3)C1C (stereo not drawn)	0.2	-49	-2	-4	-24	3	-3	17

A portion of the library. The share of hits here may be higher or lower than overall.
